# M1AAP inhibition: malaria alanyl aminopeptidase activity blockers – biochemical, fluorogenic H-Leu-NHMec substrate, 1536-well (AID 1445); recombinant M1AAP, H-Leu-NHMec fluorogenic kinetic assay; higher % means a stronger effect; inhibition, % at 30 µM; hits with a dose series show IC50 in µM; hit rate 0.42% among 220,000;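 active means primary inhibition above the hit cutoff, then over 50% inhibition at one or more dose response concentrations, cut at about 23% in these data, passing the limit was not always enough; inconclusive means conflicting primary data, or primary hits not chosen for dose response; inactive means low primary inhibition, or under 50% at every dose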;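 further: plate controls were DMSO full reaction for no effect and no enzyme background for full effect; strong numbers were not always called active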
# Dynein transport: dynein cargo transport inhibition. z-score, hits read low. 3617.4 mouse cells, GR-EGFP nuclear translocation imaging; test concentration mostly 20 µM; stimulated with dexamethasone, 1 µM; hits give low values. hit rate 0.47% among 220,000;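 active means plate z-score of nuclear minus cytoplasmic receptor signal below a set negative limit, without overly bright fluorescence or cell loss, cut at about -3.5 in these data, passing the limit was not always enough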;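 further: z-score of nuclear minus cytoplasmic ring GR-EGFP intensity difference per well; some compounds called inactive have numbers as strong as hits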
#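 Schedule: 48 h induction, then 1 h compound, then 30 min agonist, 37 °C. Buffer or medium: tetracycline-free induction medium containing charcoal-stripped FBS. Reagent: 1.0 µM final dexamethasone stimulus. Evaluation: nuclear versus cytoplasmic GR-EGFP signal, averaged per well. Signal: high-content fluorescence imaging after fixation.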
# b-catenin transl: modulators of beta-catenin nuclear translocation; hit rate 0.3% among 190,000; nuclear translocation activity, % at 5 µM; HeLa beta-catenin nuclear translocation, immunofluorescence imaging;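 active means nuclear translocation activity above 50% at 5 µM, with a well cell count of 50 or more; inconclusive means wells under 50 cells across six images, flagged as toxic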;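 further: per-cell ratio of nuclear to cytoplasmic median beta-catenin stain intensity; plate controls were DMSO negative control for no effect and GSK-3 inhibitor IX positive control for full effect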
#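 Signal – beta-catenin immunofluorescence imaging with DAPI · Test system – human HeLa cell line · Dosing – 5 µM primary single dose, 0.1% DMSO, 0.02–20 µM confirmation series · Measure – % activation, nuclear-to-cytoplasmic median beta-catenin signal ratio per cell · Incubation – 24 h compound exposure at 37°C, 5% CO2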
# MT stabilize HCS: stabilizes microtubules in HeLa cells. HeLa tubulin immunostaining HCS, 24 h; share of cells brighter than vehicle mean+2SD. % tubulin-high responders, % at 10 µM. hit rate 0.83% among 200,000;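 active means plate Z-score above 3 for both tubulin-high and condensed-nucleus cell shares, with cell loss under 80%, at 10 µM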;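 further: anti alpha tubulin signal scored within the nucleus-defined area of each cell; some results filed as inactive read as strong as hits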
# Autophagy HCS: autophagy modulation, high-content screen; MEF GFP-LC3 puncta imaging; test concentration mostly 10 µM; calls only at 10 µM (by protocol); hit rate 0.98% among 190,000; AID 463193;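 active means percentage of spot-positive cells more than 3 SD above its plate mean, without a fluorescence outlier flag or 80% toxicity; inconclusive means no clear call, values can overlap the other calls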;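 further: spot-positive cell cutoff set from DMSO-treated cells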
# T cell HTS: modulates CD8 T cell binding to vesicles | hit rate 0.068% among 330,000 | calls only at 7 µM | 2C CD8+ T cell-vesicle binding, flow cytometry; hits give low values;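 active means response, share of CD8 T cells binding vesicles, and their 90th percentile fluorescence all below set limits, cut at about 80% in these data, passing the limit was not always enough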
#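 Assay system – 2C mouse CD8+ T cells · Also added – QL9-loaded Drosophila micro-vesicles · Timing – Cell–vesicle co-incubation 1.5 h at 37 °C, staining 20 min on ice · Signal – flow cytometry of vesicle-bound cells · Measure – percent CD8+ FL2 mean versus row control · Controls – Peptide-free naked vesicles (low) and QL9 vesicles with 0.7% DMSO vehicle (high)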
# P. falciparum M17LAP: P. falciparum M17LAP inhibitors, primary screen, biochemical, fluorogenic H-Leu-NHMec substrate, 1536-well (AID 1619). hit rate 0.38% among 220,000. recombinant M17LAP, H-Leu-NHMec fluorogenic kinetic assay; higher % means a stronger effect. inhibition, % at 30 µM, or IC50 in µM where a hit was titrated;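 active means compound inhibiting the enzyme by more than half at any dose during confirmatory dose-response retesting; inconclusive means strong single-dose inhibitors picked by rank but not retested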;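 further: plate controls were full reaction with DMSO carrier for no effect and no enzyme background for full effect; strong numbers were not always called active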
# Yfh1-depleted yeast: enhancers of respiration in Yfh1-depleted yeast, dose response, Friedreich's ataxia, plus single-dose screen (AID 1465). one-dose fold induction at 50 µM; EC50 in µM for titrated hits. S. cerevisiae Yfh1-off respiration, WST-1 reduction, 72 h; higher fold induction means a stronger effect. hit rate 0.074% among 220,000;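 active means fold induction of absorbance versus untreated yeast above a set limit, then at least 30% activation at any dose in follow-up; inconclusive means repeats straddling the limit, or above it without dose testing; inactive means fold induction below the set limit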;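 further: activators that raise dye reduction in frataxin-depleted yeast; strong numbers were not always called active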
# WT yeast gro inh: growth inhibition of WT yeast, mitochondrial fusion screen. inhibition, % at 10 µM. mitochondrial fusion phenotypic screen, WT strain. hit rate 2.1% among 190,000; in the data active means inhibition above about 58%; tested in S. cerevisiae
# WT yeast gro inh mutant strain: second read-out of WT yeast gro inh, no call of its own (marks repeat the call); inhibition, %; mitochondrial fusion phenotypic screen, mutant strain inhibition
# Dynein transport cytoplasmic EGFP: also measured in Dynein transport; calls as there; z-score; measured here: cytoplasmic GR-EGFP intensity; hits give high values
# Dynein transport nuclear GR-EGFP: second read-out of Dynein transport, no call of its own (marks repeat the call); z-score; measured here: nuclear GR-EGFP intensity;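 lower value marks the stronger effect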
# Dynein transport cell count: second read-out of Dynein transport, no call of its own (marks repeat the call); z-score; measured here: cell count per field
# b-catenin transl cell count 5 µM: also measured in b-catenin transl; calls as there; cell count; measured here: cell count, cytotoxicity flag
# T cell HTS vesicle-bound %: recorded beside T cell HTS, whose call it bears; double positive events, %; measured here: CD8+ vesicle-bound cell fraction;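 binding gate set so that unloaded-vesicle control wells show 10% double positive cells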
# MT stabilize HCS Hoechst-high %: second read-out of MT stabilize HCS, no call of its own (marks repeat the call); % Hoechst-high responders; measured here: nuclear condensation Hoechst responders;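 share of cells brighter than vehicle mean plus two SD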
# MT stabilize HCS cytotoxicity %: further read-out of MT stabilize HCS, marked with its call; toxicity, %; measured here: cytotoxicity by cell density;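 0% = mean cell density of plate MIN control wells and 100% = no cells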
# Autophagy HCS cell loss 18 h: second read-out of Autophagy HCS, no call of its own (marks repeat the call); toxicity, %; measured here: cell loss, nuclei count;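 cell loss after 18 h compound exposure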
# * = called active by the depositor; i = inactive; ? = inconclusive; · = not tested or not shown.
Compound	M1AAP inhibition	Dynein transport	Dynein transport cytoplasmic EGFP	Dynein transport nuclear GR-EGFP	Dynein transport cell count	b-catenin transl	b-catenin transl cell count 5 µM	MT stabilize HCS	MT stabilize HCS Hoechst-high %	MT stabilize HCS cytotoxicity %	Autophagy HCS	Autophagy HCS cell loss 18 h	T cell HTS	T cell HTS vesicle-bound %	P. falciparum M17LAP	Yfh1-depleted yeast	WT yeast gro inh	WT yeast gro inh mutant strain
CCN(C(=O)COC(=O)c1ccc(OCc2c(C)noc2C)cc1)c1ccccc1	-3%	0.51	0.2	0.68	-1.6	-2.4	1148	1.0	1.4	9.1	i	32	i	36	-1%	i	-9	-27
Nn1c(=O)c2ccccc2n2c(SCc3ccccc3)nnc12	1%	0.13	-0.19	0.67	1.3	·	·	1.8	2.2	21	i	-1	i	37	-2%	i	17	15
O=C(CSc1ccc2nnc(-c3ccc(Cl)cc3)n2n1)N1CCCc2ccccc21	1%	-0.37	-0.25	0.15	1.7	-1.0	1110	2.7	5.4	9.3	i	-7	i	38	-5%	i	5	5
Cn1c(=O)n(C)c2cc(NS(=O)(=O)c3ccc4c(c3)CCCC4)ccc21	7%	1.7	-0.24	0.82	1	·	·	1.4	2.0	5.5	i	7	i	18	-5%	i	1	-86
CCOC(=O)c1c(CC(C)C)csc1NC=O	2%	0.92	-0.21	0.86	-0.96	6.3	970	15	7.3	22	i	24	i	60	-16%	i	10	15
CCNc1ccc(Br)cc(C(=O)/C=C/c2ccc(Cl)cc2Cl)c1=O	6%	-5.4	5.5	-1.5	-0.41	-3.3	1230	2.4	1.4	9.8	i	1	i	28	40%	i	-3	3
CSc1nc(-c2ccco2)nn1C(=O)CCc1ccccc1	3%	3.5	-0.1	1.7	-1.5	-0.1	1461	3.2	1.9	2.3	i	0	i	48	-6%	i	12	10
CCc1cc(N2CCOCC2)cc2c1[nH]c1ccccc12	11%	-0.45	-0.23	-0.11	0.51	-1.9	1002	1.7	0.9	3.6	i	12	i	13	-31%	?	2	-8
Cc1ccccc1Nc1nc(-c2sc(NC(=O)c3ccc([N+](=O)[O-])cc3)nc2C)cs1	4%	-0.61	0.057	-0.8	0.29	·	·	2.7	1.3	8.1	i	0	i	30	22%	i	25	-1
Cn1nc(C(F)(F)F)c(-c2ccc(Br)cc2)c1NC(=O)c1nccnc1C(=O)O	6%	-0.19	-0.27	0.51	0.27	0.7	1271	·	·	·	·	·	i	32	19%	i	·	·
O=S(=O)(Nc1ccc(O)cc1)c1cccc2cccnc12	19%	-0.45	-0.22	-0.11	-0.002	·	·	6.2	2.8	6.7	i	8	i	38	-9%	i	-9	-11
Cc1nn(Cc2ccccc2)c(Cl)c1/C=C/C(=O)OCC(=O)N1CCCC1=O	2%	-1.1	-0.0028	-0.67	0.48	0.3	1089	6.3	0.8	7.8	i	27	i	35	-3%	i	-30	-4
Cc1nc2cc(NC(=O)N3c4ccccc4CC3C)ccc2o1 (stereo unspecified)	0%	-1	-0.25	-0.35	0.71	·	·	3.3	2.0	6.2	i	-12	i	30	5%	i	19	10
Cc1cc(NC(=O)CSc2nnc(Cc3cccn3C)n2CCc2ccccc2)no1	9%	1.1	-0.12	0.69	0.24	-2.0	1129	3.6	1.8	5.9	i	7	i	46	20%	i	-6	6
COCCn1c(COc2ccccc2)nnc1SCC(N)=O	·	-0.027	-0.19	0.095	0.27	-0.3	1163	1.9	1.7	8.4	i	10	·	·	·	·	·	·
C=C(C)C1CCC2(C(=O)O)CCC3(C)C(CCC4C5(C)C(C=O)C(O)C(C)(C)C5CCC43C)C12 (stereo unspecified)	8%	-0.74	-0.81	-0.1	1	-0.8	1030	·	·	·	·	·	i	38	6%	i	·	·
CCC(CC)N1CCN(CC2CC=CCC2)CC1 (stereo unspecified)	2%	0.21	-0.1	0.015	-0.059	-4.6	1156	3.1	1.0	12	i	13	i	39	15%	i	-7	13
Cc1nn(-c2cc(N(S(C)(=O)=O)S(C)(=O)=O)c(Cl)cc2Cl)c(=O)n1C	5%	0.37	-0.31	0.27	0.45	·	·	4.6	1.9	3.8	i	8	i	26	0%	i	10	10
CC(=O)Nc1ccc(C)c(NS(=O)(=O)c2cccc(C(F)(F)F)c2)c1	-1%	-0.36	-0.26	-0.22	0.039	-3.0	1219	·	·	·	·	·	i	24	7%	i	·	·
CCCn1cc(S(=O)(=O)CC(=O)NC2CCCCC2)c2ccccc21	8%	0.42	-0.2	0.21	-0.061	-2.0	1275	3.4	2.5	1.9	i	4	i	36	-2%	i	4	-9
NC(=O)CSc1nc2ccccc2n1Cc1ccccc1	1%	0.15	1	0.59	-0.19	-3.8	521	1.8	2.7	4.8	i	25	i	39	-3%	i	22	11
COc1ccc(-n2c(SC)nc(O)c(Cc3ccccc3)c2=O)cc1	-3%	0.5	-0.16	0.8	0.83	0.3	1365	2.4	1.9	1.4	i	12	i	33	46µM*	i	-12	-11
COC(=O)c1ccc(C)c(NC(=O)c2ccc(Cl)c([N+](=O)[O-])c2)c1	-1%	0.022	-0.15	0.11	-1.3	·	·	1.7	2.1	10.0	i	-14	i	39	2%	i	-1	-5
Cc1ccccc1NC(=S)Nc1ccc2cn[nH]c2c1	0%	0.056	-0.19	0.47	0.52	-0.9	1070	5.7	2.6	7.0	i	16	i	57	1%	i	12	10
C=CCN(CC=C)CC(O)CN(c1cc([N+](=O)[O-])ccc1OC)S(=O)(=O)c1ccccc1 (stereo unspecified)	2%	0.35	-0.23	0.39	0.089	-2.0	1075	2.5	2.2	12	i	-12	i	45	6%	i	-22	13
COc1ccc(N2CCN(CCNC(=O)CCNS(=O)(=O)c3cccs3)CC2)cc1	4%	1.3	-0.22	0.78	-0.23	-2.5	1196	2.9	1.2	9.4	i	-46	i	28	3%	i	3	5
CCOC(=O)CSc1cn2c(n1)CCC2	8%	-0.92	-0.26	-0.5	-0.23	-1.2	1165	4.0	2.4	6.2	i	3	i	38	8%	i	-17	-7
COc1cccc2c(=O)cc(C)n(CC(=O)Nc3ccc(Br)cc3)c12	2%	0.4	-0.27	0.14	-0.27	-2.3	1204	·	·	·	·	·	i	33	9%	i	·	·
Cc1ccc(S(=O)(=O)N(CC(=O)N/N=C/c2ccccc2C(=O)O)c2cc(Cl)cc(Cl)c2)cc1	8%	-0.46	-0.28	-0.73	1.5	2.4	1023	5.4	1.1	6.6	i	40	i	18	-1%	i	10	-11
CCNc1nc(NCC)nc(N/N=C/c2ccc(N(C)C)cc2)n1	4%	0.6	-0.11	0.22	-0.44	1.4	984	2.0	1.6	9.9	i	6	i	55	-22%	i	-2	-16
CCOC(=O)C(=O)c1c(-c2ccccc2)nc2ccccn12	6%	0.37	-0.27	0.23	-0.033	0.7	1015	2.5	3.3	9.8	i	0	i	32	6%	i	-2	-10
CC(C)c1ccc(-c2nn(-c3ccccc3)cc2C2C(C#N)=C(N)OC3=C2C(=O)CC(C)(C)C3)cc1 (stereo unspecified)	-9%	-0.15	-0.2	-0.73	-0.35	·	·	2.2	0.8	8.5	i	2	i	10	3%	i	49	14
O=C(O)c1ccc2c(c1)C1C=CCC1C(c1cc3c(cc1Br)OCO3)N2 (stereo unspecified)	11µM*	0.14	-0.32	-0.0026	0.56	-0.9	1094	3.2	1.3	0.4	i	2	i	31	20%	i	35	7
CCOc1cc(S(=O)(=O)n2ccc(C)n2)ccc1Br	-5%	1.6	-0.27	0.94	-1.2	-1.0	1037	3.6	2.2	20	i	2	i	46	-7%	i	17	6
O=C(CCS(=O)(=O)c1cccs1)NC1CCCCCC1	-2%	-0.52	-0.35	-0.32	0.85	-1.2	1461	6.0	2.6	11	i	-20	i	28	0%	i	8	-4
O=c1cc(CSc2n[nH]c(=O)n2C2CC2)c2ccc(O)cc2o1	6%	-0.84	-0.2	0.37	0.44	0.5	1342	·	·	·	·	·	i	45	0%	i	·	·
COc1ccc(N(CCCN2C(=O)c3cccc4cccc(c34)C2=O)C(=O)c2cccs2)cc1	14%	-0.26	-0.3	-0.51	0.53	-0.2	932	5.6	1.7	2.3	i	-6	i	62	-8%	i	12	1
COc1ccc(/C=N/NC(=O)c2c(C)n(C)c3ccc(OC)cc23)c(OC)c1	19%	0.04	0.022	0.2	0.21	4.0	466	3.2	2.7	9.2	i	-14	i	33	11%	i	11	6

# Bioassay records: PubChem, several laboratories
